NADH coupling: inhibitors of PK/LDH coupling enzymes, profiling panel, artefact control, biochemical, MLSMR library. coupled PK/LDH NADH assays, four targets. IC50, µM (top dose mostly 10 µM), for inactives: at the highest dose inhibition. 65,000 tested, 0.02% active;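 active = single-dose screening hits from any of four coupled enzyme assays that gave an IC50 when retested across doses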;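 also: the DPM-DC format reads NADH fluorescence rather than 340 nm absorbance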
MMP-13 inhibitor: human MMP13 inhibitors, primary screen, biochemical, FRET peptide cleavage | inhibition, % at 4 µM | 65,000 tested, 0.07% active | Collagenase 3 (Homo sapiens), P45452 | MMP-13 fTHP FRET cleavage, Mca fluorescence | AID 570, 2006;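 active = inhibition above the mean of compound-free control plate wells plus 3 SD, cut at about 14% in these data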;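 also: 0% = DMSO wells and 100% = wells with reference MMP-13 inhibitor after basal subtraction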
HEK293 NFkB inh: inhibitors of PMA/ionomycin-induced NF-kB reporter, primary screen, antigen receptor NF-kB inhibitor project, cell-based, HEK-293 luciferase reporter, luminescence; AID 465, 2006; inhibition, % at 3 µM; 62,000 tested, 0.21% active; HEK-293 NF-kB luciferase reporter;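 active = inhibition above the mean of all tested compounds plus 3 SD, cut at about 40% in these data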;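 also: 0% = stimulated DMSO wells and 100% = 10 µM reference inhibitor 5653914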
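Reagent: PMA plus ionomycin mix as NF-kB-activating stimulus. Assay system: NF-kB luciferase reporter HEK-293 cells. Technique: luminescence from luciferase substrate reagent. Incubation: 1 h compound pre-incubation, 16 h PMA/ionomycin at 37 °C. Benchmarks: DMSO only as uninhibited control, 10 µM reference inhibitor as full inhibition. Repeats: tested once.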
tolC growth inh: growth inhibitors of E. coli tolC mutant, primary screen, strain BW25113 ΔtolC::kan, 384-well; 65,000 tested, 2.2% active; OD615; growth inhibition, % at 10 µM (by protocol);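 active = growth inhibition at or above a cutoff equal to the mean over every tested compound plus 3 SD, cut at about 60% in these data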;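 also: growth measured after 20 h incubation at 37 °C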
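Test system: tolC-deleted E. coli BW25113 | Medium: LB with kanamycin 50 µg/mL | Compound dosing: Single concentration, 10 µM final per compound | Schedule: 37 °C, 20 h exposure | Measured by: OD at 615 nm | Evaluation: Percent growth inhibition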
A340 absorber: compound light absorbance at 340 nm, profiling panel, artefact control, biochemical, MLSMR library, data from PS, PMK, MK assays; compound absorbance at 340 nm, fold over control; fold change at 10 µM; 65,000 tested, under 10 active; AID 708, 2007;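 active = at 10 µM dose, initial 340 nm absorbance at least 2 fold that of control wells; inactive = change under 2 fold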;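 also: initial absorbance extrapolated from kinetic A340 decline of NADH oxidation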
ROCK2 blocker: inhibitors of human ROCK2 kinase, primary screen, biochemical, high-throughput, luminescence; Rho-associated protein kinase 2 (Homo sapiens), O75116; purified ROCK2, Kinase-Glo ATP depletion luminescence; 60,000 tested, 0.35% active; inhibition, % at 6 µM;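 active = inhibition above the screen-wide mean inhibition plus 3 SD, cut at about 18% in these data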;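 also: plate controls were DMSO wells for no effect and Y-27632 control wells after no-enzyme background subtraction for full effect; many of its hits are not listed in these tables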
PKA inh: inhibitors of human PKA kinase activity, primary screen, biochemical, ATP-depletion luminescence, Kemptide substrate; inhibition, % at 6 µM; PKA Kemptide phosphorylation, Kinase-Glo ATP luminescence; 65,000 tested, 0.1% active;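 active = inhibition above the screen-wide mean inhibition plus 3 SD, cut at about 21% in these data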; also: many of its hits are not listed in these tables
JNK3 inh: JNK3 kinase activity inhibitors, primary screen, biochemical, human, purified enzyme; Mitogen-activated protein kinase 10 (Homo sapiens), P53779; HTS; inhibition, % at 8 µM; 60,000 tested, 0.61% active; AID 746, 2007; in the data active = inhibition above about 17%;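 also: 0% = DMSO and 100% = reference inhibitor; many of its hits are not listed in these tables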
Fluor 339 460: intrinsic fluorescence of library compounds, ex339/em460 – biochemical, MLSMR library, data from DPM-DC assay, artefact control, profiling panel. 65,000 tested, 5.5% active. fluorescence fold increase at 10 µM. compound autofluorescence, ex339/em460 nm, NADH buffer; active compounds read high; 1 = no-compound wells, NADH background;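 active = at 10 µM, mean starting fluorescence two-fold or more over control wells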;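 also: signal is the first read of a kinetic run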
* = called active by the depositor; . = not tested or not shown. Some of the compounds tested, so the mix of outcomes need not match the whole.

Structure	NADH coupling	MMP-13 inhibitor	HEK293 NFkB inh	tolC growth inh	A340 absorber	ROCK2 blocker	PKA inh	JNK3 inh	Fluor 339 460
CCCn1nnc(NC(=O)c2cc3ccccc3o2)n1	8.0%	0.0	-13.9	-9.3	1.03	2.0	0.6	-7.0	1.03
COc1cccc(NC(=O)c2ccccc2SC)c1	3.0%	-4.5	11.8	-14.2	1	8.1	5.2	-4.1	1.1
O=C1CC(c2ccco2)=Nc2ccccc2N1	5.0%	4.8	4.7	-11.0	1.05	2.1	-0.9	5.6	0.97
CCOC(=O)C1CCCN(C(=O)CCCn2nc(C)n3c(cc4sccc43)c2=O)C1 (stereo unspecified)	4.0%	-7.8	10.2	9.0	1.06	-3.0	3.7	14.0	1.09
O=C(O)c1ccc(C2SCC(=O)N2Cc2ccccc2)cc1 (stereo unspecified)	4.0%	-1.5	7.3	-6.5	0.99	3.4	-1.2	1.4	1.02
COc1cc(C(=O)Nc2nc(-c3cccs3)cs2)cc(OC)c1OC	2.0%	3.3	12.7	69.1*	1.01	6.6	7.8	9.5	1.33
Cc1onc(-c2ccccc2)c1C(=O)N1CCN(CCc2ccccc2)CC1	5.0%	-2.2	10.6	4.2	1.05	6.2	9.1	-7.0	1.07
COc1ccc(C2=CC(c3cccc(OC)c3)n3nnnc3N2)cc1 (stereo unspecified)	6.0%	4.8	.	10.5	1.07	1.2	3.4	2.6	1.37
COc1ccc(CCNS(=O)(=O)c2ccccc2)cc1OC	3.0%	5.3	11.4	-12.8	1.04	-3.2	-3.7	-5.6	1.06
CCCCn1c(CNC(=O)C(C)(C)C)nc2ccccc21	6.0%	1.6	6.5	13.2	1.03	0.8	7.3	2.4	1.1
COc1ccc(C)cc1NC(=O)COCC(=O)O	3.0%	7.9	8.6	-16.8	0.99	6.6	11.2	-4.6	1.01
COc1ccc(N2C(=O)C3CCCN3C2c2ccc(C)cc2)cc1 (stereo unspecified)	1.0%	2.2	5.7	-2.7	1.07	1.4	11.3	-9.7	1.11
COc1ccc(-n2nc3cc(C)c(N)c(Br)c3n2)cc1	2.0%	-49.5	-57.9	3.7	1.04	1.2	2.1	-4.0	1.38
CC(C)(C)c1ccccc1OCCCCCNCCO	32.0%	-0.1	19.3	-4.3	1.04	6.1	12.7	-1.6	1.08
Cc1cc(N(C(=O)c2ccco2)C(C(=O)NC2CCCCC2)c2ccccc2)ccc1-n1cnnn1 (stereo unspecified)	3.0%	-0.9	7.9	4.9	1.01	4.0	-1.2	5.4	1.1
COc1cccc(-c2cc(C(F)(F)F)nc(N3CCCCC3)n2)c1	3.0%	0.1	25.3	9.0	1.08	.	-1.9	.	1.44
CCOc1cc(C)c(Cl)cc1S(=O)(=O)N(CC)CC	6.0%	2.8	-1.1	24.8	1.01	4.7	4.1	2.4	1.08
CC1CCN(CCCNC(=O)c2cn(C)c3ccc(S(=O)(=O)N4CCCC4)cc3c2=O)CC1	3.0%	2.7	11.5	-12.8	1.01	3.2	6.5	-10.4	1
Cc1ccc(-n2nnc3c(=O)n(CC(=O)OCc4ccccc4)cnc32)cc1	5.0%	-6.6	8.1	-18.6	1.05	-1.9	3.7	-1.4	1.07
CC[C@H](C)C(=O)O[C@H]1C[C@@H](C)C=C2C=C[C@H](C)[C@H](CC[C@@H]3C[C@@H](O)CC(=O)O3)[C@H]21	3.0%	3.6	.	3.9	0.99	2.8	-0.4	-0.1	1
Cc1ccc(C(=O)Nc2ccc(S(=O)(=O)N3CCc4ccccc43)cc2)o1	2.0%	3.7	14.2	54.9	1.04	5.9	7.9	-6.4	1.11
COc1cccc(NS(=O)(=O)c2ccc(Br)s2)c1	2.0%	2.0	-4.2	25.3	0.99	4.2	7.0	2.1	1.05
COc1ccc(C(=O)Cn2nnc(-c3ccccc3-n3cnnn3)n2)cc1	3.0%	3.0	-12.1	-14.1	0.95	13.2	-1.9	-2.4	1.03
CCC(NC(=O)Nc1nccs1)(C(F)(F)F)C(F)(F)F	1.0%	-4.0	.	2.9	1.03	5.6	3.9	5.9	1.1
COCCCN1Cc2cccc(C(=O)O)c2C1=O	1.0%	-6.1	3.5	-5.3	1.05	2.5	-10.1	3.5	1.15
O=C(Nc1cc(=O)c2ccccc2o1)N1CCCCC1	4.0%	-2.6	8.0	6.2	1.11	.	-2.0	.	1.18
O=C(CCn1c(=O)sc2ccccc21)NCc1ccc2c(c1)OCO2	1.0%	-1.4	4.1	-20.3	1.03	.	2.8	.	1.02
Clc1ccc(OCc2nc(-c3ccccn3)n[nH]2)cc1	15.0%	0.4	4.0	85.1*	0.98	5.1	12.0	0.4	0.75
Cc1ccc(C(c2sc3ncnn3c2O)N2CC(C)CC(C)C2)cc1 (stereo unspecified)	0.0%	3.0	6.7	4.9	0.99	-3.2	7.8	4.4	1.01
O=C(C1CC(=O)N(C2CCCC2)C1)N1CCN(c2ccc(F)cc2)CC1 (stereo unspecified)	5.0%	2.6	8.3	-12.7	1.04	-0.6	6.3	-4.7	1.05
COc1cccc2cc(C(=O)N3CCc4ccccc43)c(=O)oc12	1.0%	-0.7	-4.9	-18.9	1.01	-0.5	1.0	-7.0	1.03
CCS(=O)(=O)Nc1ccc(-c2nnc(SCC(=O)c3ccc(NC(C)=O)c(OC)c3)o2)cc1	8.0%	4.7	16.9	-9.8	1.01	6.8	10.4	0.5	1.03
O=C(c1cnc(N2CCN(c3ncccn3)CC2)c2ccccc12)N1CCN(c2ncccn2)CC1	1.0%	-18.6	13.5	-10.4	1.12	-0.3	-0.4	8.1	1.44
O=C(c1nnc(Cc2ccc(Cl)cc2)o1)N1CCc2ccccc2C1	5.0%	-0.6	-3.3	34.3	1.03	3.6	6.3	1.4	1.04
Cn1ncc(N=Cc2ccccc2O)c1C(=O)N1CCOCC1	2.0%	0.9	.	3.0	1.1	2.0	-0.8	2.9	1.08
CC(C)N(Cc1nc(-c2ccccc2)no1)S(=O)(=O)c1ccccc1	1.0%	4.0	6.9	34.9	1.06	0.6	2.5	0.0	1.07
Cc1ccc(-n2c(C)cc(C(=O)OCC(=O)N(C)C3CCS(=O)(=O)C3)c2C)cc1 (stereo unspecified)	6.0%	0.6	23.9	21.7	1.03	.	-1.3	.	1.12
c1ccc2sc(N3CN(CCN4CCOCC4)CN(c4nc5ccccc5s4)C3)nc2c1	5.0%	4.5	1.1	2.2	1.01	3.6	9.8	7.9	1.1
CCOCCCn1c(=S)[nH]c2cc(C(=O)NCCOC)ccc2c1=O	2.0%	6.8	21.1	4.5	1.04	.	8.5	.	1.1
CC(=O)Nc1cc2c(nc1C)nc(C)n2Cc1ccc(Br)cc1	2.0%	-3.5	9.4	-30.3	0.97	-3.1	-6.4	-0.1	1.03
COc1ccc(CSc2nnc(C)n2N)cc1	8.0%	-2.8	5.9	-25.4	0.96	3.7	3.8	-0.3	1.08
O=C(CCn1nc(-c2ccc(Cl)cc2)ccc1=O)NCc1ccccn1	6.0%	0.1	8.5	-8.1	0.98	0.6	-2.5	-4.0	1.11
O=c1c2ccccc2nc(-c2ccoc2)n1CCc1ccccc1	0.0%	5.6	-1.9	22.4	1.13	2.1	1.5	5.7	1.14
C=CCn1c(SCC#N)nc2c(c1=O)C(C)(C)Cc1ccccc1-2	5.0%	-7.0	.	4.8	0.99	5.4	1.0	3.1	0.66
COc1cc(C2c3c(oc4c(C)cc(C)cc4c3=O)C(=O)N2Cc2cccnc2)cc(OC)c1OC (stereo unspecified)	4.0%	8.6	-1.2	2.6	1.01	0.1	-2.2	-2.2	1.04
COCCNC(=O)C1CC(=O)N(c2ccc(F)c(Cl)c2)C1 (stereo unspecified)	3.0%	1.2	-7.2	-19.2	1.02	3.3	1.5	-4.2	1.07
COc1ccc2oc(=O)c(C(=O)N3CCc4ccccc43)cc2c1	7.0%	1.9	13.9	-15.3	1.04	0.1	2.4	1.4	1.11
O=C1CC(c2ccco2)CC(O)=C1C=NCCO (stereo unspecified)	12.0%	-3.9	13.0	4.9	1.02	0.4	-4.2	-1.1	1.07

As entered above.
PKA inh with CC(=O)Nc1cc2c(nc1C)nc(C)n2Cc1ccc(Br)cc1 = -6.4
Fluor 339 460 with O=c1c2ccccc2nc(-c2ccoc2)n1CCc1ccccc1 = 1.14

More records
Structure	NADH coupling	MMP-13 inhibitor	HEK293 NFkB inh	tolC growth inh	A340 absorber	ROCK2 blocker	PKA inh	JNK3 inh	Fluor 339 460
CCOC(=O)COn1c(=O)c(=O)n(OC)c2ccccc21	7.0%	0.8	30.9	-5.5	1.04	-1.9	-1.1	-3.2	1.09
O=C(O)C1C2C=CC3(CN(C/C=C/c4ccccc4)C(=O)C13)O2 (stereo unspecified)	6.0%	-1.7	21.0	-12.8	1.02	3.0	4.7	-4.3	1.05
CCOC(=O)c1cccc(S(=O)(=O)N(CCO)Cc2cc3cc(OC)ccc3[nH]c2=O)c1	3.0%	-9.7	6.3	-3.8	1.08	7.0	5.5	-2.7	1.61
Cc1ccccc1N1C(N)=NC(N)=NC1(C)C	4.0%	2.6	7.2	-14.7	1	2.8	-2.5	1.2	1.02
CC(=O)Nc1cccc(N(C)C)c1	2.0%	-0.6	-2.3	-5.9	1.04	5.7	8.7	-5.0	1.08
Cc1cc(C)n(C(=O)Cc2cn3ccsc3n2)n1	5.0%	0.2	4.5	-22.4	0.98	4.9	4.7	-1.8	1.05
COc1ccc(CN2C(=O)CCC2(C)C(=O)NC2CCCC2)c(OC)c1 (stereo unspecified)	9.0%	3.4	13.1	-7.1	1.03	-1.4	-1.4	0.4	1.06
O=C(c1cccc2c1-c1ccccc1/C2=N/O)N1CCCCC1	5.0%	-3.6	23.5	19.0	1.05	8.1	4.3	26.4*	1.06
COc1ccc(CN2CCC(C(=O)N3CCN(c4ccccc4F)CC3)CC2)cc1OC	17.0%	0.2	14.1	7.8	1.07	0.6	13.5	1.6	1.11
CSc1nnc(-c2ccco2)c(-c2ccco2)n1	12.0%	-6.8	9.8	0.8	1.09	2.1	4.9	0.5	1.04
Cc1ccc2oc(Nc3nc(C)cc(C)n3)nc2c1	3.0%	0.0	-14.2	10.0	1.02	5.4	5.6	-0.2	1.05
Cc1cc(NC(=O)CSc2ncnc3sc4c(c23)CCC(C)C4)no1 (stereo unspecified)	5.0%	2.9	9.8	-3.3	1.03	-5.2	-0.9	-8.3	1.09
COc1ccc2c(C)nc(Nc3nc(C)cc(=O)[nH]3)nc2c1	2.0%	-13.9	0.6	39.3	1.08	16.0	10.5	3.9	1.09

From PubChem BioAssay
